Assay outcomes (PubChem)
PGC1a acetyl inh: PGC1a acetylation modulation, inhibitor mode; U2OS PGC1a acetylation, AlphaScreen anti-acetyl-lysine; with virally co-expressed GCN5 acetyltransferase; inhibition, % at 15.6 µM; hit rate 0.17% among 350,000; AID 651687;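 active = every replicate shows inhibition of at least 40%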;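 note: 0% = neutral control wells and 100% = positive control wells; some results beyond the cut were filed as inactive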
S100A4 inh HTS: S100A4-myosin IIA interaction inhibition; P26447; S100A4/TAMRA-MyoIIA peptide fluorescence polarization; inhibition, % at 10.7 µM; hit rate 0.14% among 360,000;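 active = mean inhibition of at least 70% across replicates, with every replicate also reaching that level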
Target sequence (P26447 whole entry, looked up): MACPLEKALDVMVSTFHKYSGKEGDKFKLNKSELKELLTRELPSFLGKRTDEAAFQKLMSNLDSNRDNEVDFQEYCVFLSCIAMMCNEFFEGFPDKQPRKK
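Compound dosing: one dose per compound; test system: human S100A4 monomer with TAMRA-labelled myosin IIA peptide; probe or stimulus: TAMRA-labelled myosin IIA heavy-chain peptide probe, 5 nM; medium: HEPES buffer with Ca2+, pH 7.2; schedule: 5 min incubation before reading; benchmarks: neutral control DMSO, positive control TFP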
LGR2 inh: inhibitors of bursicon-induced Drosophila LGR2 receptor cAMP signaling | HEK293 LGR2, CRE-luciferase, bursicon-stimulated, 4 h | inhibition, % at 9.99 µM | hit rate 0.35% among 380,000 | AID 720647;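 active = drop in luminescence signal, shown as inhibition above about 50% in the replicate tests, limit read from the data, passing the limit was not always enough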;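 note: agonist challenge used bursicon conditioned medium at about half maximal strength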
EWS-Fli block: EWS/Fli transcriptional activity inhibition; A673 NR0B1-luciferase reporter, viability-normalised; inhibition, % at 12.6 µM; hit rate 0.67% among 350,000; AID 651661;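 active = mean inhibition of at least 50% after viability correction, with every replicate also passing that limit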;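 note: firefly luciferase signal divided by Alamar Blue viability fluorescence both relative to DMSO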
PglD inh: inhibitors of Campylobacter jejuni PglD acetyltransferase; purified PglD enzyme, DTNB colorimetric CoA detection; inhibition, % at 12.5 µM; hit rate 0.098% among 360,000; in the data active = inhibition above about 16%, passing the limit was not always enough; note: strong numbers were not always called active
FN deposition inh: fibronectin deposition inhibition | AH1F fibroblasts, Alexa488-fibronectin deposition fluorescence, overnight | inhibition, % at 12.6 µM | hit rate 0.086% among 350,000;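 active = mean inhibition across replicates of 30% or more, regardless of how many single replicates reach that level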;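 note: positive control wells lacked labelled fibronectin entirely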
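material = AH1F fibroblast monolayer depositing Alexa488-labelled fibronectin into matrix | amount = 10000 AH1F cells/well | buffer or medium = DMEM plus 2% serum, read in PBS | incubation = 1 h cell adhesion before compound, then overnight fibronectin incubation | detection = fluorescence at 485 nm excitation, 525 nm emission | evaluation = percent inhibition as loss of matrix-bound fibronectin fluorescence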
ERAP1 inh: blocks human ERAP1 aminopeptidase activity. recombinant ERAP1, Leu-AMC fluorescence, 60 min. hit rate 0.15% among 340,000. inhibition, % at 10.7 µM. Q9NZ08;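 active = mean replicate inhibition of at least 30%, or all replicates individually reaching that 30% level; inactive = mean below 30% and not every replicate reaching it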;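 note: 0% = neutral control wells and 100% = L-leucinethiol positive control wells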
Target sequence (Q9NZ08 whole entry, looked up): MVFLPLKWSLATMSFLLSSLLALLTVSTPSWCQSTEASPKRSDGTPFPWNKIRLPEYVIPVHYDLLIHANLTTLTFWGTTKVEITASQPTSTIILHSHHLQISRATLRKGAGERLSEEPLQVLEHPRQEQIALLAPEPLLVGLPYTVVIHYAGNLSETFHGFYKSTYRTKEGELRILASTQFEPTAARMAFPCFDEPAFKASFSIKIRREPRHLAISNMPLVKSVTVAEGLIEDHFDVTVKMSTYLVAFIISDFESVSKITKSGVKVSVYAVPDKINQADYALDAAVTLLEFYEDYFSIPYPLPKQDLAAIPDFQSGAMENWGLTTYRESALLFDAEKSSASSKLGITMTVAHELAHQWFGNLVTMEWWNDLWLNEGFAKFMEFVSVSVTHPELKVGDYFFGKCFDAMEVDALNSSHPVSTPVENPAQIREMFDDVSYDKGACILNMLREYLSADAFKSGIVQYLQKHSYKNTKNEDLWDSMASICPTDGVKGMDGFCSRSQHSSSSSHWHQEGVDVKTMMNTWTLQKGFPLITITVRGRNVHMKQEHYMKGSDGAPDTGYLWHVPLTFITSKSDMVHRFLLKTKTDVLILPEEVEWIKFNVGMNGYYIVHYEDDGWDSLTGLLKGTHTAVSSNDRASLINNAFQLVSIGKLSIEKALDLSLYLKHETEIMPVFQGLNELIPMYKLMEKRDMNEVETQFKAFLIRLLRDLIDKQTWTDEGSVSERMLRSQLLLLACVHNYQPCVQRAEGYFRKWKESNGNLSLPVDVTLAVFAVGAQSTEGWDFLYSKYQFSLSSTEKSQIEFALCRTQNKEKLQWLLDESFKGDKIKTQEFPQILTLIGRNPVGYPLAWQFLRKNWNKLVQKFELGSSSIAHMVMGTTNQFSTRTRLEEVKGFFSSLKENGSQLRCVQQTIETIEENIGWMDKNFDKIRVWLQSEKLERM
PAX8 reporter: PAX8 transcriptional activity inhibition; AID 652154; inhibition, % at 12.6 µM; hit rate 1.2% among 360,000; RMG-I TPO-luciferase reporter, SteadyGlo, 24 h;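 active = mean replicate inhibition at least 60% with every replicate also reaching 60%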;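 note: luciferase light reporting Pax8 driven TPO promoter activity; plate controls were median of neutral control wells for no effect and mitoxantrone controls for full effect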
Active calls of the source: *; . = no result given.

SMILES	PGC1a acetyl inh	S100A4 inh HTS	LGR2 inh	EWS-Fli block	PglD inh	FN deposition inh	ERAP1 inh	PAX8 reporter
C[C@H](CO)N1C[C@H](C)[C@H](CN(C)CC2CC2)Oc2ccc(NS(C)(=O)=O)cc2C1=O	18	-14	-10	-2	1	.	3	-6
CCCN1C[C@@H](C)[C@@H](OC)CN(C)C(=O)c2cc(NS(=O)(=O)c3cn(C)cn3)ccc2OC[C@@H]1C	0	7	12	-1	-2	6	0	2
COc1cccc(S(=O)(=O)N[C@H]2CC[C@@H](CC(=O)NC3CCC3)O[C@H]2CO)c1	-41	-8	5	1	0	.	-1	7
COc1ccc(C#Cc2ccc3c(c2)[C@H]2[C@H](CCN2C(=O)c2ccccn2)[C@@H](CO)N3)cc1	-1	-6	-20	.	.	7	1	.
COc1ccccc1N(C)S(=O)(=O)c1ccc(Cl)c(C(=O)NCc2ccco2)c1	6	-5	-12	9	-7	.	-5	-6
Nc1nsnc1C(=O)NCCO	-1	1	2	.	-3	.	0	-1
CCn1c(CSc2nc(C)cc(C)n2)nnc1SCC(N)=O	.	-4	-11	6	.	-2	3	11
CCc1nnc(NC(=O)CSc2nc3ccccc3s2)s1	9	.	.	.	4	7	.	-1
S=C(Nc1cccc(Cl)c1)NC1CC2CCCC(C1)N2C1CCCC1 (stereo not given)	.	4	4	-8	.	1	0	-1
CN(C)C(=O)C[C@H]1CC[C@H](NS(=O)(=O)c2ccccc2)[C@@H](CO)O1	8	52	22	17	-1	-3	0	-20
CC(C)NC(=O)NC(=O)COC(=O)CCCSc1nc2ccccc2s1	2	-4	12	-1	0	28	7	9
CCSc1nnc(NC(=O)c2ccccc2C)s1	.	4	-51	-70	.	12	2	-133
O=C(Nc1ccc(Cl)cc1)c1cccc(N2C(=O)C3C4CCC(C4)C3C2=O)c1 (stereo not given)	-7	.	-5	.	-12	1	.	-5
CCOC(=S)N/C(=N\S(C)(=O)=O)c1ccccc1	10	0	-4	2	.	12	.	3
C[C@@H]1CN([C@@H](C)CO)C(=O)c2cccc(NS(=O)(=O)c3ccc(Cl)cc3)c2O[C@@H]1CN(C)C(=O)Nc1ccc2c(c1)OCO2	8	3	-4	-11	0	-7	1	18
Cc1ccc2cc(C3CC(c4ccco4)=NN3C(=O)CCCC(=O)O)c(Cl)nc2c1 (stereo not given)	3	1	-3	-5	34*	3	-4	12
O=C(C[C@H]1CC[C@@H]2[C@H](COC[C@@H](O)CN2C(=O)c2ccccn2)O1)N1CCN(c2ccccc2)CC1	-3	-9	1	-9	-2	-2	-4	5
O=C(Nc1ccccc1)Nc1nnc(/C=C/c2ccccc2Cl)s1	6	5	3	-21	8	7	-1	-4
C[C@H](CO)N1C[C@H](C)[C@H](CN(C)Cc2ccc3c(c2)OCO3)Oc2ccc(N(C)C)cc2CC1=O	-12	9	22	-5	-1	-3	8	1
CCOC(=O)c1cc(OCC)c2c(ccc3cc(OC)ccc32)n1	-4	-3	0	0	-6	3	1	-9
CCNC(=O)N(C)C[C@H]1N[C@@](C)(C(=O)OC)[C@H]2C(=O)N(Cc3ccccc3)C(=O)[C@@H]12	-8	-3	-16	-1	-1	0	-2	6
Cc1cccc(NS(=O)(=O)c2ccc(C(=O)NCCCN3CCOCC3)cc2)c1C	.	1	-10	9	-4	-4	-3	.
Cc1noc(C)c1NC(=O)N(C)C[C@H]1Oc2ccc(NC(=O)Cn3cnnn3)cc2CC(=O)N([C@H](C)CO)C[C@@H]1C	-1	.	21	0	-2	-9	.	-9
COc1cccc(/C=C/C(=O)OCC(=O)NCCNC(=O)COC(=O)/C=C/c2cccc(OC)c2)c1	0	16	2	4	8	12	1	13
COC(=O)CCCCCCCCC(O)C[N+]1(C)CCOCC1 (stereo not given)	0	-13	9	4	0	4	.	13
COC(=O)c1cc(NC(=S)NC(=O)c2ccccc2)ccc1N1CCOCC1	5	-4	13	2	1	16	2	7
c1ccc(Cn2c(NCc3ccco3)nc3ccccc32)cc1	-3	.	.	.	-9	4	.	-6
COc1ccc(CCc2nnc(CCC(=O)NCc3cc(C(C)C)no3)o2)cc1	.	1	-46	-42	.	-3	-1	-139
COc1ccc(C(=O)OCC(=O)NCC2CCCO2)cc1 (stereo not given)	.	-46	-12	1	.	.	10	2
CCCCn1c(=O)n(CC(O)c2ccccc2)c(=O)c2c1ncn2C1CCCC1 (stereo not given)	-13	.	.	.	-2	-10	.	0
CCOc1ccc(NC(=O)CCC(=O)N/N=C(\C)c2cccs2)cc1	.	-3	25	.	6	.	2	-4
Cc1ccc(N/N=C(\C#N)C(=N)N2CCCCCC2)cc1	6	-2	-5	16	.	-12	1	-42
CCCC[C@@H]1CNCCN1CCc1cc(C(F)(F)F)cc(C(F)(F)F)c1	-17	-5	10	13	0	0	1	-8
C[C@@H]1CN([C@@H](C)CO)S(=O)(=O)c2ccc(C3=CCCCC3)cc2O[C@@H]1CN(C)C(=O)C1CCC1	-9	1	8	-6	1	.	-1	.
CC(C)NC(=O)Nc1ccc2c(c1)C(=O)N([C@H](C)CO)C[C@@H](C)[C@H](CN(C)Cc1ccc(C(F)(F)F)cc1)OCCCC[C@@H](C)O2	-13	-21	-21	14	-2	4	1	2
Cc1ccc(C(=O)NC(C(=O)Nc2ccccc2)c2ccccc2)cc1 (stereo not given)	-4	-6	0	-15	-7	4	0	10
CC(C)CC#Cc1ccc2c(c1)O[C@@H](CN(C)C(=O)Cc1ccccc1)[C@@H](C)CN([C@@H](C)CO)S2(=O)=O	4	1	10	-2	-1	-17	0	.
Cc1cccc(C(=O)Nc2cccc(NC(=O)c3ccccc3)c2)c1	1	-2	8	2	-5	2	-1	13
O=C(Cn1nc(C(=O)O)c2ccccc2c1=O)Nc1cc(Cl)ccc1-n1cncn1	7	-3	0	6	-1	5	-1	4
CCOC(=O)c1sc(NC(=O)CSc2n[nH]c(CC(C)C)n2)nc1C	.	-20	-3	-14	.	5	6	14
CC(C)N(Cc1cc2ccccc2[nH]c1=O)C(=O)c1ccco1	.	-1	7	9	.	4	10	29
CC(=O)Nc1ccc(NC(=O)CSc2nnc(NC(=O)c3ccccc3F)s2)cc1	3	-18	-48	-23	-4	15	-35	-138
C[C@@H]1CN([C@H](C)CO)C(=O)c2cc(C3=CCCCC3)cnc2O[C@H]1CN(C)C(=O)c1cccnc1	2	-2	1	-15	6	.	1	.
CC1(C)OC(=O)C(=CNC(=O)c2c(F)cccc2F)C(=O)O1	2	-4	13	-2	.	0	1	-6
Cc1ccccc1-n1c(Cn2c(=O)sc3ccccc32)nnc1SCC(=O)Nc1nccs1	-13	1	-3	-9	5	12	0	-8
CN(C)C1=C(Cl)C(=O)N(c2ccc(Cl)c(Cl)c2)C1=O	-10	-2	0	-9	6	9	2	7
Cc1nc2c(-c3ccc(Cl)cc3)cnn2c2c1CCC2	8	-10	-24	-14	.	14	6	-2
CCCNC(=O)N1C[C@H]2[C@@H](c3ccccc31)[C@H](CO)N2Cc1ccc2c(c1)OCO2	-7	-5	-11	2	-2	.	0	14
O=C(CNC(=O)c1ccc(Br)cc1)N/N=C/c1cccnc1	3	-19	-5	.	-3	-4	-1	19
O=c1c(-c2cccnc2)nc2ccccc2n1C(CCc1ccccc1)c1nc2ccccc2[nH]1 (stereo not given)	.	3	2	2	.	-1	0	8
CCc1nnc(NC(=O)C2CCCN2S(=O)(=O)c2ccc(C)cc2)s1 (stereo not given)	1	.	.	.	-1	-1	.	16
COc1ccc(C(C#N)N2N=C(C)CC2c2ccccc2)cc1 (stereo not given)	1	-7	12	6	2	4	1	-16
COc1cccc(Cn2nnc(C(=O)Nc3ccc(C)cc3)c2N)c1	-5	-1	-24	-40	3	9	.	-75
C[C@@H](O)C(C(=O)N1CCNCC1)n1cc([C@@H](N)CCCCN)nn1 (stereo not given in full)	.	-7	.	-5	4	-4	-4	2
O=C(COc1ccc(-c2ccccc2)cc1)NNC(=O)NC1CCCCC1	-7	3	1	-2	.	2	6	3
CCC(=O)N[C@@H]1CC[C@H](CC(=O)NCc2ccccc2OC)O[C@H]1CO	3	5	-2	-2	-2	.	0	4
Cc1ccsc1C(=O)Nc1ccc(F)c([N+](=O)[O-])c1	3	-3	-31	-28	-4	1	0	27
O=C(NCCN1CCOCC1)c1cc(S(=O)(=O)Nc2ccccc2F)c(Cl)cc1Cl	-16	-2	9	-13	2	-6	0	-4
O=C(Cc1ccccc1)NCC(=O)N1CCN(Cc2cccc(Cl)c2)CC1	-1	2	3	-1	1	-3	-4	6
O=C(c1ccccc1)N1CC[C@@H]2[C@H](CO)Nc3ccc(C#Cc4cccc(F)c4)cc3[C@@H]21	2	.	8	3	2	25	.	-4
The list goes on:
SMILES	PGC1a acetyl inh	S100A4 inh HTS	LGR2 inh	EWS-Fli block	PglD inh	FN deposition inh	ERAP1 inh	PAX8 reporter
O=C(Nn1c(C2CCCCC2)nc2ccccc2c1=O)c1ccc(Cl)c([N+](=O)[O-])c1	.	9	1	0	.	-3	0	9
CC(C)(C)c1ccccc1NC(=O)Cn1c(=O)cnc2ccccc21	.	-6	14	2	.	-7	-4	-3
COc1cccc(-c2cn(CC[C@@H]3CC[C@H](NS(=O)(=O)c4ccccc4Cl)[C@H](CO)O3)nn2)c1	-4	-19	-3	-2	4	-7	-4	9
Cc1c(Cl)cccc1NC(=S)NC(=O)c1ccccc1	.	-8	-16	-45	-7	.	3	-111

Compounds from the list above with two or more sulfur atoms (nine):
SMILES	PGC1a acetyl inh	S100A4 inh HTS	LGR2 inh	EWS-Fli block	PglD inh	FN deposition inh	ERAP1 inh	PAX8 reporter
CCn1c(CSc2nc(C)cc(C)n2)nnc1SCC(N)=O	.	-4	-11	6	.	-2	3	11
CCc1nnc(NC(=O)CSc2nc3ccccc3s2)s1	9	.	.	.	4	7	.	-1
CC(C)NC(=O)NC(=O)COC(=O)CCCSc1nc2ccccc2s1	2	-4	12	-1	0	28	7	9
CCSc1nnc(NC(=O)c2ccccc2C)s1	.	4	-51	-70	.	12	2	-133
CCOC(=S)N/C(=N\S(C)(=O)=O)c1ccccc1	10	0	-4	2	.	12	.	3
CCOC(=O)c1sc(NC(=O)CSc2n[nH]c(CC(C)C)n2)nc1C	.	-20	-3	-14	.	5	6	14
CC(=O)Nc1ccc(NC(=O)CSc2nnc(NC(=O)c3ccccc3F)s2)cc1	3	-18	-48	-23	-4	15	-35	-138
Cc1ccccc1-n1c(Cn2c(=O)sc3ccccc32)nnc1SCC(=O)Nc1nccs1	-13	1	-3	-9	5	12	0	-8
CCc1nnc(NC(=O)C2CCCN2S(=O)(=O)c2ccc(C)cc2)s1 (stereo not given)	1	.	.	.	-1	-1	.	16
